Screens (PubChem)
All columns: NCI-60 one-dose screen, growth in % after 48 h at 10 µM unless noted; 100 = growth as untreated, 0 = no growth, -100 = all killed.
HS 578T = HS 578T breast cancer; 78,000 tested, 4.1% active
MDA-MB-231 = MDA-MB-231 breast cancer. AID 1794789. 81,000 tested, 5% active
MCF7 = MCF7 breast cancer. 82,000 tested, 6.3% active. AID 1794796
LOX IMVI = LOX IMVI melanoma | 79,000 tested, 7.4% active | AID 1794757
MDA-MB-468 = MDA-MB-468 breast cancer. 78,000 tested, 8.5% active. AID 2202374
MALME-3M = MALME-3M melanoma; 78,000 tested, 5.8% active; AID 1794766
BT-549 = BT-549 breast cancer; 78,000 tested, 4.4% active; AID 1794793
T-47D = T-47D breast cancer. AID 1794792. 79,000 tested, 5% active
* hit, by the source's call; & = joins results of further samples. How the source made its calls: active means growth percent below 10; inactive means the rest.

COc1cc(OC)c(C(=O)/C=C/c2ccc(OC)c(OC)c2)c(OC)c1 was read as MDA-MB-231 91, MCF7 78, LOX IMVI 81, MDA-MB-468 84, MALME-3M 126, BT-549 85 and T-47D 92.
For Clc1nc2ccccc2cc1-c1nnc(Cn2c(COc3ccccc3)nc3ccccc32)o1 the results were HS 578T 106, MDA-MB-231 101, MCF7 85, LOX IMVI 100, MDA-MB-468 92, MALME-3M 97, BT-549 90 and T-47D 93.
For COc1ccccc1C(=O)CSc1nc(Nc2cccc(S(N)(=O)=O)c2)c2ccccc2n1 the results were HS 578T 96, MDA-MB-231 70, MCF7 76, LOX IMVI 98, MDA-MB-468 92, MALME-3M 83, BT-549 86 and T-47D 67.
Screening COc1ccc(SCCCN2CCOCC2)cc1 returned HS 578T 99, MDA-MB-231 105, MCF7 90, LOX IMVI 99, MDA-MB-468 94, MALME-3M 96, BT-549 90 and T-47D 94.
Screening CO[C@]1(CO)O[C@@H](n2ccc(=O)[nH]c2=O)[C@@H](F)[C@@H]1O returned HS 578T 93, MDA-MB-231 102, MCF7 81, LOX IMVI 98, MDA-MB-468 98, MALME-3M 88, BT-549 96 and T-47D 103.
Screening Cc1n[nH]c(C)c1Cc1ccc(Cc2c(C)n[nH]c2C)cc1 returned HS 578T 95, MDA-MB-231 103, MCF7 88, LOX IMVI 96, MDA-MB-468 98, MALME-3M 108, BT-549 104 and T-47D 100.
O=C(c1nc2ccccc2[nH]1)C1C(c2cccc(F)c2)C2CSCN2[C@@]12C(=O)Nc1ccccc12 (stereo partly specified) was read as HS 578T 78, MDA-MB-231 86, MCF7 91, LOX IMVI 88, MDA-MB-468 99, MALME-3M 98, BT-549 99 and T-47D 80.
`COc1ccc(C2(SCC(N)C(=O)O)c3ccccc3-c3ccccc32)cc1` (stereo unspecified) gave HS 578T 95, MDA-MB-231 96, MCF7 99, LOX IMVI 103, MDA-MB-468 89, MALME-3M 114, BT-549 102 and T-47D 102.
Screening COc1ccc(C2=Nn3c(nn4c(SCC(=O)c5ccccc5)nnc34)SC2)cc1 returned HS 578T 107, MDA-MB-231 110, MCF7 87, LOX IMVI 99, MDA-MB-468 107, MALME-3M 98, BT-549 102 and T-47D 99.
O=C(CBr)c1ccc(O)c(C(=O)O)c1 was read as MDA-MB-231 113, MCF7 104, LOX IMVI 105, MDA-MB-468 103, MALME-3M 106, BT-549 109 and T-47D 117.
`COc1cccc(C2(Cc3cccc(Cl)c3)C(=O)Nc3cc(Cl)ccc32)c1` (stereo unspecified) gave HS 578T 96, MDA-MB-231 85, MCF7 93, LOX IMVI 68, MDA-MB-468 102, MALME-3M 77, BT-549 96 and T-47D 110.
`O=c1c2ccccc2n2nnc3ccc(Cl)c1c32` gave HS 578T 96, MDA-MB-231 77, MCF7 77, LOX IMVI 70, MDA-MB-468 44, MALME-3M 86, BT-549 100 and T-47D 85.
CN(C)c1ccc(-c2cc(-c3cccc(NS(C)(=O)=O)c3)nc(N)c2C#N)cc1 was read as HS 578T 15, MDA-MB-231 -9.0*, MCF7 16, LOX IMVI 24, MDA-MB-468 -20*, MALME-3M -7.1*, BT-549 31 and T-47D 80.
CCc1ccc(Cc2ccccc2)cc1 was read as HS 578T 106, MDA-MB-231 119, MCF7 95, LOX IMVI 97, MDA-MB-468 106, BT-549 97 and T-47D 101.
`Nc1c(C(=O)C[C@@H](N)CO)ccc2c1C(=O)CCO2` gave HS 578T 110, MDA-MB-231 61, MCF7 22, LOX IMVI -62*, MDA-MB-468 -14*, MALME-3M 48, BT-549 42 and T-47D 34.
Cc1cc2c(-c3nc4cc(O)ccc4[nH]3)c(O)c(O)cc2c(O)c1-c1c(C)cc2c(-c3nc4ccc(O)cc4[nH]3)c(O)c(O)cc2c1O was read as HS 578T 92, MDA-MB-231 97, MCF7 109, LOX IMVI 97, MDA-MB-468 101, MALME-3M 111, BT-549 89 and T-47D 96.
CNC(c1ccccc1)c1ccccc1 was read as HS 578T 105, MDA-MB-231 114, MCF7 100, LOX IMVI 99, MDA-MB-468 105, MALME-3M 87, BT-549 85 and T-47D 78.
For N#CC(Nc1ccccc1)c1ccccc1 (stereo unspecified) the results were HS 578T 120&104, MDA-MB-231 111&108, MCF7 94&98, LOX IMVI 106&101, MDA-MB-468 96&100, MALME-3M 104&93, BT-549 93&99 and T-47D 104&104.
For NS(=O)(=O)c1ccc(Nc2nc(Nc3ccccc3)nc(N3N=C(c4ccccc4)CC3c3ccccn3)n2)cc1 (stereo unspecified) the results were HS 578T 92, MDA-MB-231 58, MCF7 39, MDA-MB-468 57, MALME-3M 100, BT-549 69 and T-47D 70.
`COC(=O)c1ncoc1C(NC(=O)c1ccccc1)=C(Cl)Cl` gave HS 578T 97, MDA-MB-231 105, MCF7 101, LOX IMVI 101, MDA-MB-468 98, MALME-3M 98, BT-549 113 and T-47D 106.
Screening CCOC(=O)c1ccc(NC(=O)CN2CCN(c3cc(=O)[nH]c4ccc(F)cc34)CC2)cc1 returned HS 578T 96, MDA-MB-231 101, MCF7 96, LOX IMVI 101, MDA-MB-468 92, MALME-3M 93, BT-549 94 and T-47D 90.
For Cc1ccc2c(c1)sc1nc(-c3c[nH]c4ccccc34)c(Nc3ccccc3)n12 the results were HS 578T 99, MDA-MB-231 93, MCF7 98, LOX IMVI 96, MDA-MB-468 105, MALME-3M 101, BT-549 99 and T-47D 96.
Screening COc1cc(C=NNc2nc(-c3ccc(Cl)cc3)c(C#N)c(N3CCOCC3)n2)cc(OC)c1OC returned HS 578T 86, MDA-MB-231 72, MCF7 64, LOX IMVI 30, MDA-MB-468 68, MALME-3M 115, BT-549 54 and T-47D 48.
`Cc1nn(-c2cc(-c3ccccc3)no2)c(N)c1C` gave HS 578T 119, MDA-MB-231 89, LOX IMVI 99, MDA-MB-468 45, MALME-3M 84, BT-549 64 and T-47D 67.
C1OC1CO[C@H]1CO[C@H]2[C@@H]1OC[C@H]2OCC1CO1 (stereo partly specified) was read as HS 578T 128, MDA-MB-231 108, MCF7 97, LOX IMVI 100, MDA-MB-468 106, MALME-3M 95, BT-549 99 and T-47D 106.
`O=[N+]([O-])c1cccc(C(c2ccccc2)c2ccccc2)c1` gave MDA-MB-231 83, MCF7 106, LOX IMVI 87, MDA-MB-468 94, MALME-3M 97, BT-549 106 and T-47D 83.
Screening c1cc(N2CCOCC2)nc(NCCCCNc2nc(N3CCOCC3)nc(N3CCOCC3)n2)n1 returned HS 578T 99, MDA-MB-231 119, MCF7 103, MDA-MB-468 99, MALME-3M 86, BT-549 93 and T-47D 105.
For CCOC(=O)c1c(Nc2ccccc2)nn(CC(O)c2ccccc2)c1N (stereo unspecified) the results were HS 578T 95, MDA-MB-231 89, MCF7 91, LOX IMVI 89, MDA-MB-468 96, MALME-3M 95, BT-549 122 and T-47D 93.
`CC1CN(C(=O)Nc2c(C(C)C)cccc2C(C)C)CC(C)O1` (stereo unspecified) gave HS 578T 105, MDA-MB-231 116, MCF7 102, LOX IMVI 103, MDA-MB-468 94, MALME-3M 94, BT-549 106 and T-47D 103.
Screening CC1=C(C(=O)O)C(C)CC(=O)N1c1ccccc1 (stereo unspecified) returned MDA-MB-231 98, MCF7 98, LOX IMVI 96, MDA-MB-468 105, MALME-3M 94, BT-549 95 and T-47D 92.

Entries shown so far containing two or more sulfur atoms (two):
For COc1ccccc1C(=O)CSc1nc(Nc2cccc(S(N)(=O)=O)c2)c2ccccc2n1 the results were HS 578T 96, MDA-MB-231 70, MCF7 76, LOX IMVI 98, MDA-MB-468 92, MALME-3M 83, BT-549 86 and T-47D 67.
Screening COc1ccc(C2=Nn3c(nn4c(SCC(=O)c5ccccc5)nnc34)SC2)cc1 returned HS 578T 107, MDA-MB-231 110, MCF7 87, LOX IMVI 99, MDA-MB-468 107, MALME-3M 98, BT-549 102 and T-47D 99.

(cont.)
`CCCCCCCCC1CCNCC1` gave HS 578T 84, MDA-MB-231 66, MCF7 80, LOX IMVI 80, MDA-MB-468 63, MALME-3M 89, BT-549 80 and T-47D 80.
For O=C1Nc2ccc(Br)cc2C12Oc1ccccc1C1CC(c3ccco3)=NN12 (stereo unspecified) the results were HS 578T 96, MDA-MB-231 100, MCF7 92, LOX IMVI 97, MDA-MB-468 113, MALME-3M 102, BT-549 103 and T-47D 106.
For N#CC1(NC(=O)N(CCCl)N=O)CCCCC1 the results were HS 578T 102, MDA-MB-231 91, MCF7 102, LOX IMVI 98, MDA-MB-468 97, MALME-3M 101, BT-549 106 and T-47D 107.
For CCCCCn1c(O)c(N=NC2=NC3C(N2)N(CC)C(=O)N3CC)c2cc(C)ccc21 (stereo unspecified) the results were HS 578T 79, MDA-MB-231 92, MCF7 70, MDA-MB-468 81, MALME-3M 94, BT-549 78 and T-47D 71.
CCC(C)c1c(N)n(S(=O)(=O)c2ccc(C)cc2)oc1=O (stereo unspecified) was read as HS 578T 130, MDA-MB-231 108, MCF7 108, MDA-MB-468 109, MALME-3M 135 and BT-549 110.
For CC1(C)[C@@H](O)CC[C@]2(C)[C@H]3CC[C@@H]4[C@H]5[C@H](C(=O)/C=C/c6ccc(C=O)cc6)CC[C@]5(CO)CC[C@@]4(C)[C@]3(C)CC[C@@H]12 the results were HS 578T 91, MDA-MB-231 87, MCF7 82, LOX IMVI 88, MDA-MB-468 99, MALME-3M 105, BT-549 90 and T-47D 89.
Screening O=C(O)c1cc2cccc(S(=O)(=O)O)c2cc1O returned HS 578T 107, MDA-MB-231 104, MCF7 103, LOX IMVI 105, MDA-MB-468 108, MALME-3M 117, BT-549 111 and T-47D 102.
Screening CCOC(=O)[C@H](N)CCC(=O)N[C@H](CSc1ccc([N+](=O)[O-])cc1[N+](=O)[O-])C(=O)NCC(=O)Oc1ccccc1C1CC(=O)c2ccccc2O1 (stereo partly specified) returned HS 578T 104, MDA-MB-231 85, MCF7 83, LOX IMVI 91, MDA-MB-468 96, MALME-3M 95, BT-549 112 and T-47D 88.
Screening COc1ccc2[nH]cc(-c3nn4cc(-c5ccncc5)nc4s3)c2c1 returned HS 578T 87, MDA-MB-231 82, MCF7 11, LOX IMVI 58, MDA-MB-468 29, MALME-3M 86, BT-549 75 and T-47D 7.8*.
Screening Cc1cccc(CNc2nc(N)nc3[nH]c4ccc(O)cc4c23)c1 returned HS 578T 74, MDA-MB-231 59, MCF7 95, LOX IMVI 86, MDA-MB-468 51, MALME-3M 127, BT-549 97 and T-47D 74.
Screening O=C(Oc1ccccc1Cl)c1ccc(Cl)c(Cl)c1 returned HS 578T 87, MDA-MB-231 98, MCF7 98, LOX IMVI 103, MDA-MB-468 99 and MALME-3M 101.
Screening FC(F)(F)c1ccc(-c2cnc(Cl)nc2NC2CCCCCC2)cc1 returned HS 578T 41, MDA-MB-231 47, MCF7 21, LOX IMVI 28, MDA-MB-468 -4.8*, MALME-3M -43*, BT-549 52 and T-47D 12.
`CCOC(=O)NC(/C=C/c1ccccc1)NC(=O)OCC` gave HS 578T 103, MCF7 101, LOX IMVI 100, MDA-MB-468 100, MALME-3M 109 and BT-549 107.
Screening Cc1c(C(=O)C(SC(=S)N(C)C)SC(=S)N(C)C)nnn1-c1ccc([N+](=O)[O-])cc1 returned HS 578T 114, MDA-MB-231 105, MCF7 69, LOX IMVI 95, MDA-MB-468 90, MALME-3M 109, BT-549 91 and T-47D 86.
Screening N=C(N)c1ccc(-c2ccc(-c3ccc(C(=N)N)cc3)o2)cc1 returned HS 578T 86, MDA-MB-231 105, MCF7 74, LOX IMVI 100, MDA-MB-468 97, MALME-3M 84, BT-549 98 and T-47D 91.

In the list so far, these contain a cyano group:
CN(C)c1ccc(-c2cc(-c3cccc(NS(C)(=O)=O)c3)nc(N)c2C#N)cc1 was read as HS 578T 15, MDA-MB-231 -9.0*, MCF7 16, LOX IMVI 24, MDA-MB-468 -20*, MALME-3M -7.1*, BT-549 31 and T-47D 80.
For N#CC(Nc1ccccc1)c1ccccc1 (stereo unspecified) the results were HS 578T 120&104, MDA-MB-231 111&108, MCF7 94&98, LOX IMVI 106&101, MDA-MB-468 96&100, MALME-3M 104&93, BT-549 93&99 and T-47D 104&104.
Screening COc1cc(C=NNc2nc(-c3ccc(Cl)cc3)c(C#N)c(N3CCOCC3)n2)cc(OC)c1OC returned HS 578T 86, MDA-MB-231 72, MCF7 64, LOX IMVI 30, MDA-MB-468 68, MALME-3M 115, BT-549 54 and T-47D 48.
For N#CC1(NC(=O)N(CCCl)N=O)CCCCC1 the results were HS 578T 102, MDA-MB-231 91, MCF7 102, LOX IMVI 98, MDA-MB-468 97, MALME-3M 101, BT-549 106 and T-47D 107.

The list goes on:
`Cn1ncc2c(Cl)ncnc21` gave HS 578T 102, MCF7 100, LOX IMVI 99, MDA-MB-468 106, MALME-3M 106 and BT-549 105.
Screening ON=C(Cc1ccccc1)Cc1ccccc1 returned HS 578T 106, MDA-MB-231 105, MCF7 106, LOX IMVI 97, MDA-MB-468 96, MALME-3M 89, BT-549 104 and T-47D 98.
CCCCCCCCCCCCCCNC1=C(Cl)C(=O)c2ccccc2C1=O was read as HS 578T 102, MDA-MB-231 84, MCF7 95, LOX IMVI 98, MDA-MB-468 106, MALME-3M 112, BT-549 100 and T-47D 103.
`NS(=O)(=O)c1ccc(N=Nc2c(O)n(CC(=O)Nc3ccc(Br)cc3)c3ccccc23)cc1` gave HS 578T 112, MDA-MB-231 113, MCF7 84, MDA-MB-468 87, MALME-3M 93, BT-549 95 and T-47D 88.
For CC1(C)CC=CC(COC(=O)c2ccccc2C(=O)O)C1 (stereo unspecified) the results were HS 578T 100, MDA-MB-231 130, MCF7 103, LOX IMVI 100, MDA-MB-468 108, MALME-3M 102, BT-549 110 and T-47D 91.
For OCCCN1CNC(=S)NC1 the results were HS 578T 111, MDA-MB-231 112, MCF7 102, LOX IMVI 95, MDA-MB-468 102, MALME-3M 100, BT-549 111 and T-47D 90.
